# MrgX1 agonist: activates human MrgX1 receptor signaling; MrgX1-HEK293 cells, Fluo-4 calcium fluorescence, agonist mode; stronger effect = higher value; AID 588627; Q96LB2; 310,000 compounds, 0.44% hits; B-score at 10 µM;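 active means calcium response B-score plate-corrected fluorescence ratio at least 3 library SD, with starting fluorescence B-score inside 5 SD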
#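 Assay system: stable human MrgX1 HEK293 cell line. Quantity: 15,000 cells per well. Schedule: cells plated overnight, dye loaded 0.5 h 37 °C, 0.5 h room temperature. Detection: Fluo-4 NW calcium-flux fluorescence, kinetic read. Read-out basis: peak-minus-minimum fluorescence over baseline, converted to B scores. Control set: positive and negative control wells on each plate.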
# TRPC4 block: inhibitors of mouse TRPC4 channel; B-score at 10 µM; 300,000 compounds, 0.39% hits; AID 2247; HEK293 TRPC4beta/mu-opioid, DAMGO-evoked Fluo4 calcium flux; stronger effect = lower value;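 active means B-score over 3 SD under the library average, no early fluorescence shift, positive overall ratio signal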
# Target sequence (Q9QUQ5 whole entry, looked up): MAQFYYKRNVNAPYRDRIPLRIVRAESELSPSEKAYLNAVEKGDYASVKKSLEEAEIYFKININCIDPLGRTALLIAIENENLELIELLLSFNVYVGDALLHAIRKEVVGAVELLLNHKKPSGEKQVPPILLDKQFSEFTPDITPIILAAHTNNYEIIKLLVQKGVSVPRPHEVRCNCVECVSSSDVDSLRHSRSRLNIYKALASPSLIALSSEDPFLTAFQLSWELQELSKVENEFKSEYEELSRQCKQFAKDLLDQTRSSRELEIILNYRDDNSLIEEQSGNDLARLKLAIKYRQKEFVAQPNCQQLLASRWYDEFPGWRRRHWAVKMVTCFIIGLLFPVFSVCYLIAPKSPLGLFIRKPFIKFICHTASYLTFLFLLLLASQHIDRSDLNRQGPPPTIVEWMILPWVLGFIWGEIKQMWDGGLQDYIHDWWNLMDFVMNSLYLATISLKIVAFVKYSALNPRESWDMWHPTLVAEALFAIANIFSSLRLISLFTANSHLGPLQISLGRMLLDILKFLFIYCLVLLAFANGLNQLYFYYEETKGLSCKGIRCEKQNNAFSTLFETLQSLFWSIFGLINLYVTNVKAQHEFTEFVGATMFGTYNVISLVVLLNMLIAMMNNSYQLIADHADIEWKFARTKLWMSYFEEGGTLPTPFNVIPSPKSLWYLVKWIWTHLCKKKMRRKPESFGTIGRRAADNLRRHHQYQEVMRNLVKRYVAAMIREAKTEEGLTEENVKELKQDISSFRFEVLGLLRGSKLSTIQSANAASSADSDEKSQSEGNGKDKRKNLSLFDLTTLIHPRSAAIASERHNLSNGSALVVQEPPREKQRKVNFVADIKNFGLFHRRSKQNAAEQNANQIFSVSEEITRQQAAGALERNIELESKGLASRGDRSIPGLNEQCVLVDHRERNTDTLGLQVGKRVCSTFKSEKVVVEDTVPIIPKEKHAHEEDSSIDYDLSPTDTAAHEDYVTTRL
#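 Assay system: TRPC4beta/mu-opioid receptor HEK293 cell line; compound dosing: single concentration per test compound; detection: Fluo4 Ca2+ flux fluorescence; evaluation: per-well B score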
# MrgX1 antag: human MrgX1 receptor antagonism, primary screen. 310,000 compounds, 1.3% hits. B-score at 10 µM. Q96LB2. MRGX1-HEK293 calcium flux, Fluo-4, BAM8-22 antagonism; stronger effect = lower value;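 active means calcium-response B-score plate-corrected more than 3 library SD below zero, starting fluorescence within 5 deviations, no agonist response on first addition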;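 further: peak minus trough fluorescence over baseline after final BAM8-22 challenge near maximal dose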
# TRPC6 activator: mouse TRPC6 channel activation | Q61143 | HEK293-TRPC6 membrane potential dye fluorescence; stronger effect = higher value | B-score at 10 µM | 310,000 compounds, 0.13% hits;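 active means B-score of the integrated fluorescence ratio above library mean plus 3 SD, and starting fluorescence ratio within library mean plus 5 SD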;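 further: higher score means more depolarization so channel activation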
# RGS4 act: RGS4 potentiation or activation | HEK293 M3R/inducible RGS4, carbachol calcium flux Fluo4; stronger effect = lower value | B-score at 10 µM | 310,000 compounds, 0.92% hits;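 active means B-score of the integrated calcium signal more than 4 SD below the library mean, with starting fluorescence not abnormally high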;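 further: negative B-score means reduced calcium response which marks RGS4 activation or potentiation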
#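 System – HEK293 FlpIn-TREx cells, stable M3R, doxycycline-inducible RGS4 · Reagent – ECmax carbachol challenge · Times – compound preincubation 20 min at room temperature before agonist · Technique – Fluo4 fluorescence kinetic imaging of calcium · Measure – B score of integrated Fluo4 ratio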
# Platelet DG rel: platelet dense granule release activity. 300,000 compounds, 0.22% hits. human platelet-rich plasma, SFLLRN dense granule ATP release, luminescence. AID 1663. inhibition, %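 (compounds screened at 7.5 µM in platelet-rich plasma)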;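 active means mean replicate score, as percent of positive control, at or above 50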
# MrgX1 allo act: allosterically activates human MrgX1 receptor signaling | Q96LB2 | MrgX1-HEK293, Fluo-4 calcium flux, FDSS; stronger effect = higher value | B-score at 10 µM | 310,000 compounds, 0.63% hits;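 active means plate-corrected calcium response at least 3 library SD above typical, normal starting fluorescence, not activating the receptor alone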;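 further: compound read alongside a low EC10 to EC30 dose of BAM8-22 agonist; peak minus trough fluorescence over baseline measured at the second addition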
# RGS4 inh: inhibitors of human RGS4. P49798. HEK293 M3R/RGS4 inducible, Fluo-4 calcium flux; stronger effect = higher value; triggered by carbachol at its EC20. B-score at 10 µM. 310,000 compounds, 0.45% hits. AID 463165;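 active means B-score, a plate-corrected calcium signal, over three deviations above library mean, with baseline fluorescence within five deviations of library mean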;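 further: RGS4 expression induced by doxycycline in cells with stable M3 receptor; B-score is computed from the integrated fluorescence ratio over baseline after carbachol; higher B-score means a larger calcium signal and so more RGS4 inhibition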
# SKKanGAS inh: inhibitors of SKKanGAS S. pyogenes growth in kanamycin (SK-promoter or general growth effect); BacTiter-Glo, 6 h; inhibition, % at 7.5 µM; 300,000 compounds, 1.3% hits; AID 1662;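 active means mean replicate score, as percent of positive control median, at least 50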;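 further: strain carries kanamycin resistance gene driven by streptokinase promoter and grows in 40 µg/ml kanamycin; loss of luminescence reflects streptokinase promoter inhibition or plain growth inhibition; 0% = median of DMSO wells and 100% = positive control at its reference dose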
# HIF act: HIF pathway transcriptional activation; U2OS HRE-luciferase reporter, luminescence; normalized: DMSO 0%, desferrioxamine 100%; activation, % at 7.5 µM (by protocol); 300,000 compounds, 0.32% hits; AID 1910;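 active means mean activation of at least 10% of the iron chelator positive control signal, with at least half of replicates also reaching 10%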
# TRPC6 inh: mouse TRPC6 channel inhibition; Q61143; HEK293-TRPC6, membrane potential dye, ACh-evoked depolarization; stronger effect = lower value; B-score at 10 µM; 310,000 compounds, 1.1% hits; AID 2553;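 active means B-score under library mean minus 3 SD, initial fluorescence not abnormally high, positive integrated signal ratio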;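 further: B-score derived from integrated fluorescence ratio over the kinetic read; more negative B-score means stronger inhibition of depolarization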
# Numbers without * were called inactive; i = inactive; / = no result given.
SMILES,MrgX1 agonist,TRPC4 block,MrgX1 antag,TRPC6 activator,RGS4 act,Platelet DG rel,MrgX1 allo act,RGS4 inh,SKKanGAS inh,HIF act,TRPC6 inh
CCN(CC(=O)NCc1ccc(Cl)cc1)C(=O)c1cccc(S(=O)(=O)Nc2ccc(OC)cc2)c1,i,i,i,i,i,0.2,i,i,-2.5,-0.3,i
Cc1nccn1CCCNC(=O)CC1C(=O)NCCN1Cc1ccccc1C(F)(F)F (configuration not stated),i,i,i,i,i,-1.3,i,i,-0.8,0.1,i
CC(C)n1c(SCC(=O)Nc2nc3c(s2)CCCC3)nc2c1c(=O)n(C)c(=O)n2C,i,i,i,i,i,4.8,i,i,10.7,-0.3,i
CC1CCCCN1CCCNC(=O)c1ccc2nc(N3CCCCC3)sc2c1 (configuration not stated),i,i,i,i,i,4.6,i,i,-2.3,3.4,i
Cc1nc(NC(=O)/C=C/c2ccccc2)sc1C(=O)Nc1ccccc1Cl,i,i,i,i,i,9.4,i,i,17.3,0.2,i
O=S1(=O)c2cccc3cccc(c23)N1Cc1nnc(-c2ccccc2Br)o1,i,i,i,i,i,9.2,i,i,13.2,-9.2,i
Cc1sc2nc(SCC(N)=O)n(-c3ccccc3)c(=O)c2c1C,i,i,i,i,i,1.2,i,i,-2.8,-0.9,i
COc1ccc(NCCC#N)cc1,i,i,i,i,i,12.5,i,i,3.6,-0.3,i
COc1ccc(OC)c(-c2csc(NC(=O)c3ccc(OCC4CCCO4)cc3)n2)c1 (configuration not stated),i,i,i,i,i,-2.5,i,i,17.1,0.9,i
COc1ccc(/C=N/NC(=O)CC2N=C(Cc3ccccc3)NNC2=O)cc1OC (configuration not stated),i,i,i,i,i,-0.4,i,i,-10.3,0.3,i
O=C(Cc1ccccc1Cl)NCc1cccnc1,i,i,i,i,i,-1.1,i,i,-1.4,-0.5,i
Cc1c(CC(=O)N2CCN(C(=O)C3COc4ccccc4O3)CC2)c(=O)oc2c(O)c(O)ccc12 (configuration not stated),i,i,i,i,i,5.7,i,i,1.5,-0.7,i
Cc1ccc(NC(=O)COC(=O)CCOc2ccccc2C)cc1,i,i,i,i,i,2.1,i,i,-9.7,-1.0,i
CN1CCC(N(C)CC(=O)Nc2cccc(Oc3ccccc3)c2)CC1,i,i,i,i,i,18.8,i,i,1.4,0.0,i
O=C(NNC(=O)c1ccc(Cl)c(S(=O)(=O)Nc2ccc(Cl)cc2)c1)c1ccc(=O)[nH]c1,i,i,i,i,i,-9.7,i,i,25.5,0.6,i
Cc1ccc(S(=O)(=O)n2c(C)nc3cc(C)ccc32)cc1,i,i,i,i,i,-16.6,i,i,6.6,-0.4,i
CC(=O)CSc1nnc(NC(=O)CCc2ccccc2)s1,i,i,i,i,i,1.0,i,i,2.0,-27.6,i
Cc1ccc(NC(=O)COC(=O)CCC(=O)c2ccc(C(C)(C)C)cc2)c([N+](=O)[O-])c1,i,i,i,i,i,-3.2,i,i,2.0,-0.1,i
Cc1ccc(C2CC(c3cccc(C)c3)n3ncnc3N2)cc1 (configuration not stated),i,i,i,i,i,0.1,i,i,-4.2,-0.1,i
NC(=O)N1N=C2/C(=C/c3ccccc3)CCCC2C1c1ccccc1 (configuration not stated),i,i,i,i,i,-3.0,i,i,1.7,0.0,i
COCC(=O)Nc1cc(C)cn(Cc2c(F)cccc2Cl)c1=O,i,i,i,i,i,-11.6,i,i,3.4,-0.9,i
CN(C(=O)C1CCN(S(=O)(=O)c2cccs2)CC1)C1CCCCC1,i,i,i,i,i,21.3,i,i,1.5,0.2,i
COc1ccc(C2=NN(C(=O)c3ccco3)C(c3ccco3)C2)cc1OC (configuration not stated),i,i,i,i,i,-3.9,i,i,-2.9,2.8,i
S=c1[nH]nc(Cc2cccc3ccccc23)n1-c1ccccc1,i,i,i,i,i,4.1,i,i,-7.5,-4.4,i
CC[n+]1ccc(/C=C2\Sc3ccccc3N2CCCS(=O)(=O)[O-])c2ccccc21,i,i,i,i,i,-2.1,i,i,-0.9,-0.1,i
OCCCNc1c2ccccc2nc2ccccc12,i,-6*,i,i,i,4.3,i,i,4.0,15.7*,-6.11*
Cc1ccc(CC(=O)N(C)CC(=O)N(CC(C)C)c2c(N)n(CC(C)C)c(=O)[nH]c2=O)cc1C,i,i,i,i,i,8.1,i,i,2.4,-0.2,i
Cc1nnc(NC(=O)CSc2nc3c(c(=O)n(C)c(=O)n3C)n2C(C)C)s1,i,i,i,i,i,3.2,i,i,5.9,0.0,i
O=C(NC1CCCC1)C(c1ccncc1)N(C(=O)Cn1nnc(-c2ccccc2F)n1)c1cccc(F)c1 (configuration not stated),i,i,i,i,i,-6.3,i,i,12.6,-45.5,i
CC(=O)Nc1ccc(-c2cc(C(=O)O)c3ccc(C)cc3n2)cc1,i,i,i,i,i,4.7,i,i,1.8,0.3,i
CC(=O)Nc1ccc(NC(=O)c2ccc(C)c(S(=O)(=O)Nc3cccc(C)c3)c2)cc1,i,i,i,i,i,5.8,i,i,20.0,-0.1,i
CCC(=O)c1cc2c(C)cc(=O)oc2c(C)c1OC(C)=O,i,i,i,i,i,14.5,i,i,-0.1,0.6,i
CCC1CCCCN1CCn1c(=S)[nH]c2cc(OC)c(OC)cc2c1=O (configuration not stated),i,i,i,i,i,2.5,i,i,1.4,-0.1,-6.26*
CCCn1c(C)cc(/C=C(\C#N)C(=O)OCC(=O)Nc2cccc(OC)c2)c1C,i,i,i,i,i,-20.9,i,i,11.2,0.3,i
COC(=O)c1ccc(NC(=O)N(c2ccccc2)c2ccccc2)cc1,i,i,i,i,i,16.3,i,i,-3.0,0.1,i
Cc1ccc(NS(=O)(=O)c2csc(C(N)=O)c2)c(C)c1,i,i,i,i,i,-6.6,i,i,-2.2,0.6,i
O=C(O)/C=C/C(=O)Nc1ccc(N2CCOCC2)nc1N1CCOCC1,i,i,i,i,i,-1.8,i,i,-1.7,-0.5,i
CCN(CC)c1ccc(S(=O)(=O)N(CC)CC)cc1NC(=O)C1CCCC1,i,i,i,20.6*,i,1.2,i,i,-2.9,-0.4,-13.5*
O=C(COC(=O)Cc1ccc(-c2ccccc2)cc1)NCc1ccc(F)cc1,i,i,i,i,i,-1.2,i,i,0.5,0.2,i
CCOc1cc(/C=C2\C(=N)N3N=C(S(C)(=O)=O)SC3=NC2=O)ccc1OCCOc1cccc(OC)c1,i,i,i,i,i,-4.4,i,i,39.3,-6.1,i
O=C(NCc1ccccc1)C(c1ccccc1)N(C(=O)c1csnn1)C1CC1 (configuration not stated),i,i,i,i,i,1.3,i,i,5.7,0.1,i
CC1=C(C(=O)OCc2ccc([N+](=O)[O-])cc2)N2C(=O)C(NC(=O)Cc3ccccc3)C2SC1 (configuration not stated),i,i,i,i,i,-3.6,i,i,-3.1,-2.4,i
Cc1cc(NC(=O)C(C)(C)C)no1,i,i,i,i,i,-2.4,i,i,-1.0,0.1,i
CC(C)(O)C#Cc1ccc(C(=O)NCc2ccccc2)s1,i,i,i,i,i,2.5,i,i,6.7,0.5,i
Cc1cc(NC(=O)C2COc3ccccc3O2)no1 (configuration not stated),i,i,i,i,i,-18.8,i,i,0.9,2.5,i
Cc1nn(C)c(C)c1CCC(=O)NC1CC(C)(C)Cc2c1cnn2-c1ccccc1 (configuration not stated),i,i,i,i,i,1.2,i,i,2.7,0.7,i
Cc1ccc([N+](=O)[O-])c2c1C(N1CC(C)OC(C)C1)C(C)(C)O2 (configuration not stated),i,i,i,i,i,2.8,i,i,5.5,0.0,i
COc1ccc([N+](=O)[O-])c(OC)c1C(=O)NC(=O)Nc1nc(C)cc(C)n1,i,i,i,i,i,/,i,i,-5.1,/,i
COc1ccccc1NC(=O)CSc1nnc(C2CCCCC2)n1-c1ccccc1,i,i,i,i,i,9.2,i,i,-1.4,-0.7,i
CS(=O)(=O)n1nc(-c2ccccc2)nc1NCc1ccco1,i,i,i,i,i,-10.9,i,i,2.4,16.1*,i

# Going on with the list:
SMILES,MrgX1 agonist,TRPC4 block,MrgX1 antag,TRPC6 activator,RGS4 act,Platelet DG rel,MrgX1 allo act,RGS4 inh,SKKanGAS inh,HIF act,TRPC6 inh
CCNC(=S)/N=C(/Nc1ccc(OC)cc1)Nc1nc(C)cc(C)n1,i,i,i,i,i,14.6,i,i,-1.3,0.1,i
CC(C)=CC(O)C/C(C)=C/COc1ccc2ccc(=O)oc2c1 (configuration not stated),i,i,i,i,i,-1.6,i,i,0.9,0.7,i
O=C(c1ccc(Cl)cc1)N1CCN=C1c1ccccc1,i,i,i,i,i,-13.4,i,i,-5.7,0.0,i
C=CCNC(=S)NNC(=O)c1cc(O)ccc1O,i,i,i,i,i,1.8,i,i,-5.5,-0.5,i
O=C(NC1=NCCS1)c1cccc2ccccc12,i,i,i,i,i,5.5,i,i,-3.1,2.0,i
CCOC(=O)c1ccc(NC(=S)N2CCC(O)CC2)cc1,i,i,i,i,i,-1.6,i,i,1.5,0.7,i
COc1cc(OC)c(NC(=O)c2sc3ncn(CC(=O)N4CCOCC4)c(=O)c3c2C)cc1Cl,i,i,i,i,i,21.4,i,i,9.4,-0.3,i
CCCNC(=O)c1ccc(SC)cc1OC,i,i,i,i,i,4.3,i,i,0.9,0.4,i
S=c1[nH]nc(C2CC2)n1Cc1ccccc1,i,i,i,i,i,2.3,i,i,-5.9,0.2,i
COc1cccc(N=C(N)N)c1,i,i,i,i,i,-6.4,i,i,0.8,0.3,i
CCN(CC)CCn1c(-c2ccccc2)nc(=S)c2c1CC(C)(C)OC2,i,i,i,i,i,1.4,i,i,-2.0,0.0,i
O=S(=O)(CC(O)COc1ccccc1Cl)c1ccccc1 (configuration not stated),i,i,i,i,i,/,i,i,-10.6,/,i
Cc1cccc(C(=O)NC(=S)Nc2cccc3nc(C)ccc23)c1,i,i,i,i,i,0.9,i,i,1.7,-0.2,i
Cc1ccc(S(=O)(=O)NCCC(=O)NC(C)c2ccccc2)cc1 (configuration not stated),i,i,i,i,i,10.2,i,i,-3.5,0.3,i
CC1CCN(C(=O)CSc2nc3c(cnn3-c3ccc(Cl)cc3)c(=O)[nH]2)CC1,i,i,i,i,i,-18.9,i,i,7.9,0.1,i
CC[C@@]12C(=O)N(c3cccc(Br)c3)C(=O)N1[C@H](c1cccc(C)c1)[C@@H]1C(=O)N(Cc3ccccc3)C(=O)[C@@H]12,i,i,i,i,i,1.3,i,i,5.8,0.4,i

# Compound activity (PubChem)
